From PubChem BioAssay
TLR4 MyD88 comp – inhibitors of human TLR4-MyD88 binding. O00206+Q99836. inhibition, % at 8.4 µM. 0.18% of 200,000 active. HeLa CL3-4 TLR4/MyD88 BLA complementation, FRET ratio; in the data active = inhibition above about 25%;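 note: 0% = vehicle and 100% = reference inhibitor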
Target sequence (O00206 whole entry, looked up): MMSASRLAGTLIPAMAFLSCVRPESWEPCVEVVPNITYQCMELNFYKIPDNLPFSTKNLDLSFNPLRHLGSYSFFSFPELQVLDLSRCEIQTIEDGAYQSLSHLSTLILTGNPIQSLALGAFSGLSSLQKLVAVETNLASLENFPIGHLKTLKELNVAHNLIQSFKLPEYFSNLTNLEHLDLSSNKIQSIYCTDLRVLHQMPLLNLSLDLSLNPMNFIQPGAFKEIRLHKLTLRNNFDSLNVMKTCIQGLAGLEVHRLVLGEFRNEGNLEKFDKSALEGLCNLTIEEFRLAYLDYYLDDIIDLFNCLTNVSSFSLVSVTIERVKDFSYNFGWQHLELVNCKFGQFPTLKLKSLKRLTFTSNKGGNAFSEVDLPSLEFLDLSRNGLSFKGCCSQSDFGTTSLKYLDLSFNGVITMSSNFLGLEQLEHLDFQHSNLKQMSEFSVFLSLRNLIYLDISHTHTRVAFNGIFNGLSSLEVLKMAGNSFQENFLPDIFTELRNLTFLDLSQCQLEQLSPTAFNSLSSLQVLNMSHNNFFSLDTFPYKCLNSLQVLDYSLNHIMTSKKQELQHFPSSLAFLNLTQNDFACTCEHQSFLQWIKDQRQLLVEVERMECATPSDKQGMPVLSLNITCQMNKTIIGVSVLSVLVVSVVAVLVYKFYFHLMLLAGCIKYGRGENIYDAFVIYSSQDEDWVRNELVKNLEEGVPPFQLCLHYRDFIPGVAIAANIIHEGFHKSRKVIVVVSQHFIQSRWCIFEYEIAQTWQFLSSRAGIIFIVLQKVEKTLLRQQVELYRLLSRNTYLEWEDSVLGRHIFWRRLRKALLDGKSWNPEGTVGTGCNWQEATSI
Target sequence (Q99836 whole entry, looked up): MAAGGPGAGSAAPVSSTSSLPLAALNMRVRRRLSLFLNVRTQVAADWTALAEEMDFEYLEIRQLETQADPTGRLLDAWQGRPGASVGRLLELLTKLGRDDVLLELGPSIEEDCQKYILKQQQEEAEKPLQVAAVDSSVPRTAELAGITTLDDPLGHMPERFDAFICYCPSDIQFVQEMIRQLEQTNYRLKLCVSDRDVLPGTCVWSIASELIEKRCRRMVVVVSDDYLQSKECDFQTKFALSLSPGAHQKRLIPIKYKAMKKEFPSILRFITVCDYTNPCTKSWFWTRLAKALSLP
STAT3 inh – reduces IL-6 driven STAT3 reporter signal. U3A cells, IL-6 STAT3-luciferase reporter, luminescence; host cell line lacks STAT1. inhibition, % at 5.5 µM. 0.89% of 190,000 active. AID 862;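 active = inhibition above the mean inhibition across all screened compounds plus 3 SD, cut at about 44% in these data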;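 note: 0% = DMSO only wells and 100% = 100 µM nifuroxazide control wells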
STAT1 activator – activators of IFN-gamma induced STAT1 signaling; 2.6% of 200,000 active; NIH 3T3 STAT1-luciferase reporter, luminescence; 100% = IFN-gamma alone, no compound; activation (% of control), % at 5.5 µM;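 active = activation above the screen-wide mean activation plus 3 SD, cut at about 130% in these data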;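 note: raw ratio to IFN-gamma control signal so 100% means no change and 0% no light; values of inactives mirror those of a sister screen read the other way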
Diaph act CS – diaphorase activation or chemical reduction counter-screen; Diaphorase/resazurin coupled assay, resorufin fluorescence, 16 min; stronger effect = higher value; 1 = vehicle wells, 0 = NADH-free wells; activation factor at 20 µM; 0.005% of 190,000 active; AID 1229;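 active = diaphorase activity raised at least twofold by the compound at 20 µM; inactive = activation factor below 2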
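Test system: Clostridium kluyveri diaphorase, purified enzyme. Buffer or medium: 50 mM HEPES pH 7.4 buffer plus MgCl2 and Tween 20. Also added: 0.114 mM NADH and 0.1 mM resazurin, final amounts. Dosing: compound 20 µM once, DMSO 1%. Schedule: 16 min enzyme reaction, ambient temperature. Detection: fluorescence of resorufin, 544 nm excitation, 590 nm emission.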
Diaphorase inh – counter-screen for diaphorase-based assays: diaphorase inhibitors and chemical oxidizers; diaphorase resazurin-to-resorufin fluorescence, NADH, 16 min; bacterial (C. kluyveri) enzyme, not human; inhibition, % at 20 µM; 0.69% of 190,000 active; AID 1217;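 active = primary screen inhibition at 20 µM above a set limit, cut at about 50% in these data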;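 note: plate controls were DMSO with full reaction for no effect and wells lacking NADH for full effect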
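Assay system: diaphorase enzyme from Clostridium kluyveri; Input: enzyme working solution with 0.14 U/mL diaphorase; Timing: 16 min at room temperature; Technique: resorufin fluorescence, excitation 544 nm, emission 590 nm; Benchmarks: positive control minus NADH, DMSO neutral control.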
APP 5UTR inh – APP translation inhibition; SH-SY5Y APP 5'UTR-luciferase reporter, luminescence; inhibition, % at 2 µM; 0.82% of 190,000 active; AID 1285;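 active = inhibition above a set limit, derived from the sample mean plus 3 SD, cut at about 45% in these data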; note: values of inactives mirror those of a sister screen read the other way
Hsp70 activator – switches on Hsp70 transcription; AID 1203; activation, % at 10 µM; 0.04% of 200,000 active; HeLa Hsp70 promoter luciferase reporter, luminescence; scaled: vehicle 0, proteasome-inhibitor control 100%;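 active = activation above the mean across all tested compounds plus 3 SD, cutoff set per campaign, cut at about 5.5% in these data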;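 note: 100% = MG132 at 30 µM as the positive control and 0% = DMSO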
STAT1 inh – STAT1 signaling inhibition | 0.35% of 200,000 active | NIH 3T3 STAT1-luciferase reporter, IFN-gamma, luminescence | inhibition, % at 5.5 µM;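 active = inhibition above a set limit, the mean inhibition across all tested compounds plus 3 SD, cut at about 34% in these data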;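 note: 0% = IFN-gamma with DMSO and 100% = IFN-gamma with 300 µM nifuroxazide; values of inactives mirror those of a sister screen read the other way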
G6PDH CS – L. mesenteroides G6PDH inhibition counter-screen | Purified L. mesenteroides G6PDH, diaphorase/resazurin coupled fluorescence, 45 min | inhibition, % at 5 µM | 0.12% of 200,000 active | AID 1020; in the data active = inhibition above about 50%
STAT3 activator – activators of IL-6 induced STAT3 signaling; U3A cells, IL-6 STAT3-luciferase reporter, luminescence; 100% = signal with IL-6 EC80 alone; activation (% of control), % at 5.6 µM; 0.91% of 190,000 active;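 active = activation above the screen-wide mean of compound activation plus 3 SD, cut at about 130% in these data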;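 note: 0% = background luminescence of wells with medium and substrate only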
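Material: STAT1-lacking human U3A cells, STAT3 luciferase reporter | Benchmarks: IL-6-only wells as 100% reference | Probe or stimulus: IL-6 (33 ng/mL) | Timing: Compound 1 h, then IL-6 6 h at 37 °C | Detection: Luminescence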
* hit, by the source's call; · = no result given.

SMILES	TLR4 MyD88 comp	STAT3 inh	STAT1 activator	Diaph act CS	Diaphorase inh	APP 5UTR inh	Hsp70 activator	STAT1 inh	G6PDH CS	STAT3 activator
CCOC(=O)c1cccc(-n2c(-c3ccc(OC)cc3)nc3nc4ccccc4nc32)c1	-1	-6	105	0.9	7	-2	-0.2	-5	-18	108
CCN(CC(=O)Nc1ccccc1OC)CC(=O)Nc1c(Cl)ccc(C)c1Cl	-4	0	99	0.8	16	11	-0.4	-1	6	102
COc1cc2ncnc(NCc3ccccc3)c2cc1OC	7	-6	99	1	3	-2	-0.5	2	-11	109
COc1cc(C(=O)O)nc2ccccc12	13	6	99	0.8	19	2	-0.1	1	6	104
CCCn1c(=N)c(C(=O)NC2CCCC2)cc2c(=O)n3cccc(C)c3nc21	-14	16	101	1	0	6	0.1	-2	2	88
CCN=C1S/C(=C\c2ccc(OC)c(OCC)c2)C(=O)N1CC	-12	-6	100	0.9	10	-7	-0.1	0	7	105
COc1ccc2ccccc2c1/C=N/NC(=S)Nc1cc(S(=O)(=O)N2CCOCC2)ccc1N1CCOCC1	-12	-8	107	0.8	22	3	-0.4	-8	-11	107
Cc1c(NC(=O)CCCCCN2C(=O)c3ccccc3C2=O)c(=O)n(-c2ccccc2)n1C	11	13	92	0.9	6	-2	-0.3	8	0	90
O=S(=O)(NCC1CCCO1)c1ccc(S(=O)(=O)N(Cc2ccc(F)cc2)Cc2ccco2)cc1 (configuration not stated)	-13	1	92	0.9	11	20	-0.3	10	-1	97
O=Cc1c(Sc2ccccn2)nc2ccccn2c1=O	-12	-1	76	0.9	12	17	-0.1	26	8	102
CCn1c(SCC(=O)N=Nc2c(O)[nH]c3ccccc23)nc2ccccc21	-15	-29	95	0.8	25	-11	-0.4	6	-4	125
Cc1cccc(C(=O)N2CCC(c3nc(-c4ccc(S(=O)(=O)N5CCOCC5)cc4)no3)CC2)c1	-10	20	93	0.9	6	19	-0.1	8	10	91
CCCc1nc2ccccc2c(C(=O)OCC(=O)Nc2cccc(S(=O)(=O)N3CCOCC3)c2)c1CC	6	-5	89	0.7	31	-1	-0.4	12	9	106
CCC(C)c1cc(S(=O)(=O)N2CCOCC2)ccc1OC (configuration not stated)	7	-9	95	0.8	15	-13	0.0	6	-6	111
CCOC(=O)c1c(-c2ccc(OC)cc2)csc1NC(=O)CSc1ccccc1	-7	12	105	0.9	12	-11	-0.4	-5	4	90
COC(=O)C(CCSC)NC(=O)c1cc2c(n(-c3ccccc3)c1=O)CC(C)(C)CC2=O (configuration not stated)	0	8	100	0.9	6	10	0.0	0	5	95
N#Cc1nc(COc2ccccc2Cl)oc1NCc1cccnc1	3	-2	102	1	2	-4	-0.3	-2	15	106
CN(C(=O)CCc1nc(-c2ccccc2F)no1)c1ccccc1	-13	9	106	0.9	14	-30	0.1	-6	3	92
Cc1cccc(C)c1NC(=O)C(=O)NCCCN1CCOCC1	1	1	100	0.9	7	4	-0.1	-1	7	102
COc1ccc(N(CC(=O)NCCC2=CCCCC2)S(C)(=O)=O)cc1	2	1	94	1	1	-1	-0.4	7	4	100

In the list so far, 3 have an aryl thioether with sulfur outside any ring.
SMILES	TLR4 MyD88 comp	STAT3 inh	STAT1 activator	Diaph act CS	Diaphorase inh	APP 5UTR inh	Hsp70 activator	STAT1 inh	G6PDH CS	STAT3 activator
O=Cc1c(Sc2ccccn2)nc2ccccn2c1=O	-12	-1	76	0.9	12	17	-0.1	26	8	102
CCn1c(SCC(=O)N=Nc2c(O)[nH]c3ccccc23)nc2ccccc21	-15	-29	95	0.8	25	-11	-0.4	6	-4	125
CCOC(=O)c1c(-c2ccc(OC)cc2)csc1NC(=O)CSc1ccccc1	-7	12	105	0.9	12	-11	-0.4	-5	4	90

Sorted by the number under STAT1 activator (ascending): 4 from the list above.
mol,TLR4 MyD88 comp,STAT1 activator,APP 5UTR inh,Hsp70 activator,STAT1 inh,STAT3 activator
Cc1cccc(C(=O)N2CCC(c3nc(-c4ccc(S(=O)(=O)N5CCOCC5)cc4)no3)CC2)c1,-10,93,19,-0.1,8,91
CCC(C)c1cc(S(=O)(=O)N2CCOCC2)ccc1OC (configuration not stated),7,95,-13,0.0,6,111
Cc1cccc(C)c1NC(=O)C(=O)NCCCN1CCOCC1,1,100,4,-0.1,-1,102
N#Cc1nc(COc2ccccc2Cl)oc1NCc1cccnc1,3,102,-4,-0.3,-2,106

Further results:
SMILES	TLR4 MyD88 comp	STAT3 inh	STAT1 activator	Diaph act CS	Diaphorase inh	APP 5UTR inh	Hsp70 activator	STAT1 inh	G6PDH CS	STAT3 activator
COc1ccc(C(=O)N2CCN=C2SCc2cccnc2)c(OC)c1	-13	18	90	1	2	1	0.2	11	-4	92
CCc1c(C)c2cc(Cl)c(O)c(CN(CC)CC)c2oc1=O	-3	-3	99	0.9	8	-3	-0.2	1	6	104
Cc1ccc(C(=O)N/C(=C\c2ccco2)C(=O)NCCCn2ccnc2)cc1	-4	4	97	1	3	3	-0.2	4	21	96
CCOc1ccc(OCC(=O)c2c(O)c3ccccc3oc2=O)cc1	-11	2	101	0.7	34	1	-0.2	-1	11	99
COc1ccc(OC(C)C(=O)Nc2ccccc2F)cc1 (configuration not stated)	-2	15	103	0.9	8	-7	0.0	-3	-2	92
O=C(NC(C(=O)N/N=C/c1c2ccccc2cc2ccccc12)c1n[nH]c(=O)c2ccccc12)c1ccccc1 (configuration not stated)	2	15	91	0.7	30	14	0.1	10	4	89
CCN(CC)c1nc(C)nc2c1cnn2CCc1ccccc1	-5	-2	111	0.9	9	-86	0.2	-12	-1	102
Cc1ccc(-c2cc(-c3ccccc3)c(C#N)c(N)n2)o1	-9	19	82	0.7	34	0	0.1	20	-17	87
FC(F)(F)C12CC(c3ccccc3)=NCCN1CCN2 (configuration not stated)	-12	4	98	1	-4	1	0.0	2	14	104
Nn1c(SCC(=O)Nc2ccc3c(c2)OCO3)nnc1C1CC1	-2	8	93	1	3	-2	-0.1	8	-9	96
CCCc1cc(NCc2ccccn2)n2c(nc3ccccc32)c1C#N	-13	26	86	0.7	35	-9	-0.3	15	0	83
CCOc1ccc(NC(=O)C(Cc2ccccc2)N2C(=O)c3cccc4cccc(c34)C2=O)cc1 (configuration not stated)	-5	-36	98	1	-1	2	0.9	0	-3	138*
CC(C)NC(=S)Nc1cccc2cnccc12	4	-8	98	0.8	16	-2	0.0	2	3	109
COc1cc(OC)c(NC(C)C(=O)N2CCCC2)cc1Cl (configuration not stated)	12	15	106	0.8	17	12	0.5	-10	7	91
O=C(c1cccs1)N1CCN=C1SCc1ccccc1F	-13	29	100	1	-3	4	0.2	-1	-2	81
CCOc1ccc(C2CC(c3cccc(C)c3)n3ncnc3N2)cc1 (configuration not stated)	5	7	96	1	1	-3	-0.1	4	6	98
CCN(CC)C(=S)NC(=O)Cc1ccccc1	5	-1	106	·	·	-13	-0.3	-7	15	106
COCCNCCCOc1ccc(C(C)(C)c2ccccc2)cc1	-6	-3	101	1	-4	-7	-0.6	-1	2	101
CCC1(CC)C(=O)NC(=O)NC1=Nc1cccc(OC)c1	0	7	101	1	0	-3	-0.2	-1	10	103
Cc1ccccc1N(CC(=O)N/N=C/c1ccc(N(C)C)cc1)C(=O)c1ccccc1	-5	-14	106	0.8	22	2	-0.4	-7	18	112
COC(=O)/C=C\C(=O)Nc1cccc([N+](=O)[O-])c1	-1	-16	95	1.1	-6	65*	-0.4	5	16	119
CC(=O)N1CCN(CC(=O)Nc2c(Cl)cccc2Cl)CC1	0	6	98	1	-1	4	-0.2	3	2	102
Cc1cc(Nc2ccc(C)c(C)c2)n2nc(C)nc2n1	2	7	104	0.9	10	0	-0.2	-4	1	94
Cc1ccccc1NC(=S)NCC1CCN(C(C)c2ccccc2)C1 (configuration not stated)	7	8	98	1	1	-2	0.0	3	8	98
CC(C)CCn1c(O)c(N=Nc2ccccn2)c2ccccc21	-7	-12	98	0.9	15	-7	0.3	2	-8	107
CCOc1c(Br)cc(C(N)=O)cc1OC	-4	-4	105	0.9	10	-20	-0.3	-6	13	106
Cc1c(-n2c(SCC(=O)O)nnc2-c2ccccc2Cl)c(=O)n(-c2ccccc2)n1C	7	10	99	1.1	-12	-8	-0.3	1	4	96
COc1ccc(NS(=O)(=O)c2ccc(N3CCCC3)c(NC(=S)Nc3cccc(S(=O)(=O)N(C)C)c3)c2)cc1	3	2	91	0.9	13	11	0.2	10	-16	96
O=C(NC(=S)N1CCc2ccccc21)c1ccccc1Br	9	-11	99	1	-3	-16	-0.3	1	-13	105
O=C(O)CCCn1c(=S)[nH]c2c(sc3ccc([N+](=O)[O-])cc32)c1=O	7	17	94	0.2	84*	16	-0.2	6	-4	91

Reformatted with bars between the fields: part of the list above.
Molecule | TLR4 MyD88 comp | STAT3 inh | STAT1 activator | Diaph act CS | Diaphorase inh | APP 5UTR inh | Hsp70 activator | STAT1 inh | G6PDH CS | STAT3 activator
CC(=O)N1CCN(CC(=O)Nc2c(Cl)cccc2Cl)CC1 | 0 | 6 | 98 | 1 | -1 | 4 | -0.2 | 3 | 2 | 102
Cc1cc(Nc2ccc(C)c(C)c2)n2nc(C)nc2n1 | 2 | 7 | 104 | 0.9 | 10 | 0 | -0.2 | -4 | 1 | 94

Continued:
SMILES	TLR4 MyD88 comp	STAT3 inh	STAT1 activator	Diaph act CS	Diaphorase inh	APP 5UTR inh	Hsp70 activator	STAT1 inh	G6PDH CS	STAT3 activator
CC(=O)c1ccc(N2CCCCCC2)c(F)c1	-10	13	114	0.8	23	-8	0.3	-15	7	90
O=C(CCCOc1ccc(Cl)cc1Cl)Nc1ccncc1	-6	43	106	0.9	9	-2	-0.5	-6	4	64
CCOC(=O)C1=C(C)N(C)C(=O)C1CC(=O)O (configuration not stated)	1	8	91	1	3	2	-0.1	10	-2	99
CCOC(=O)C1=C(C)NC(SCC(=O)O)=NC1c1ccccc1 (configuration not stated)	6	8	99	0.8	16	5	0.1	3	19	97
CC1CN(CCc2ccccc2)c2nc3c(c(=O)[nH]c(=O)n3C)n2C1 (configuration not stated)	1	8	104	0.8	18	-19	-0.1	-5	7	96
CCCC(C)NC(=O)COC(=O)c1ccc(Cl)c(S(N)(=O)=O)c1 (configuration not stated)	0	-4	100	1	3	6	0.4	0	0	104
NC(=O)N/N=C\c1cc(Br)ccc1O	-3	5	97	0.8	16	-3	-0.4	4	40	94
